# Screening data (PubChem BioAssay)
# LMPTP block – LMPTP (human) inhibition; P24666; recombinant LMPTP-A, OMFP fluorogenic substrate, fluorescence intensity; inhibition, % at 20 µM; 360,000 tested, 0.22% active;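 active = compounds that cut the enzyme signal by at least half of the control window in the single-dose screen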;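 note: plate controls were DMSO wells with enzyme plus substrate for no effect and substrate without enzyme for full effect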
#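 Test system: LMPTP-A, protein tyrosine phosphatase of low molecular weight; Input: 0.625 nM enzyme; Incubation: 50 min dark incubation at room temperature; Signal: endpoint fluorescence intensity from OMFP dephosphorylation; Read-out basis: % inhibition versus control wells.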
# DNMT1 block – DNMT1 (human) enzyme inhibition | 360,000 tested, 0.83% active | DNMT1 molecular beacon, Hinp1I cleavage, fluorescence | inhibition (reported as % activation of signal), % at 10 µM; in the data active = inhibition above about 50%
# MLLE-PAM2 inh – inhibitors of microRNA-mediated deadenylation, human PABP1 MLLE binding | GST-MLLE / FITC-PAM2 fluorescence polarization | inhibition, % at 20 µM | 360,000 tested, 0.36% active; in the data active = inhibition above about 35%, passing the limit was not always enough;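 note: plate controls were DMSO wells with GST-MLLE for no effect and wells lacking GST-MLLE protein for full effect; some results filed as inactive read as strong as hits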
# Rpn11 block – inhibitors of human proteasome Rpn11. 360,000 tested, 0.59% active. AID 588493. human 26S proteasome, Ub4-pepOG fluorescence polarization; 20S core pre-blocked with epoxomicin. O00487. calls only at 20 µM;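 active = inhibition at 20 µM, scaled to each plate's controls, above about 33%, limit read from the data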
# Target sequence (O00487 whole entry, looked up): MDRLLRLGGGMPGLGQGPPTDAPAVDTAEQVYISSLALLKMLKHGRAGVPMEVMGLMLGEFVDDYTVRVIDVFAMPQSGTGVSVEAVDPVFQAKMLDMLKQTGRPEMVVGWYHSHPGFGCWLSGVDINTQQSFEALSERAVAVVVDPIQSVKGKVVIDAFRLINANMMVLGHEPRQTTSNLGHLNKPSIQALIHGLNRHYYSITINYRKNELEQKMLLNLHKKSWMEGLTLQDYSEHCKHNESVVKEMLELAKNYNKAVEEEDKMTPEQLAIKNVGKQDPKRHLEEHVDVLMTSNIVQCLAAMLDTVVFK
# NadD block – inhibitors of Staphylococcus aureus NadD; purified NadD enzyme, colorimetric absorbance read-out; 360,000 tested, 0.78% active; AID 602399; inhibition, % at 20 µM; in the data active = inhibition above about 26%; note: some compounds past the cut are filed as inactive
# STEP block – inhibitors of human striatal-enriched phosphatase STEP; P54829; recombinant STEP, OMFP fluorogenic substrate, fluorescence; inhibition, % at 20 µM; 360,000 tested, 0.25% active; AID 588621;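 active = inhibition at 20 µM, scaled per plate between control wells, above about 37%, limit read from the data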;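 note: 0% = DMSO with enzyme and substrate and 100% = substrate only without enzyme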
# Target sequence (P54829 whole entry, looked up): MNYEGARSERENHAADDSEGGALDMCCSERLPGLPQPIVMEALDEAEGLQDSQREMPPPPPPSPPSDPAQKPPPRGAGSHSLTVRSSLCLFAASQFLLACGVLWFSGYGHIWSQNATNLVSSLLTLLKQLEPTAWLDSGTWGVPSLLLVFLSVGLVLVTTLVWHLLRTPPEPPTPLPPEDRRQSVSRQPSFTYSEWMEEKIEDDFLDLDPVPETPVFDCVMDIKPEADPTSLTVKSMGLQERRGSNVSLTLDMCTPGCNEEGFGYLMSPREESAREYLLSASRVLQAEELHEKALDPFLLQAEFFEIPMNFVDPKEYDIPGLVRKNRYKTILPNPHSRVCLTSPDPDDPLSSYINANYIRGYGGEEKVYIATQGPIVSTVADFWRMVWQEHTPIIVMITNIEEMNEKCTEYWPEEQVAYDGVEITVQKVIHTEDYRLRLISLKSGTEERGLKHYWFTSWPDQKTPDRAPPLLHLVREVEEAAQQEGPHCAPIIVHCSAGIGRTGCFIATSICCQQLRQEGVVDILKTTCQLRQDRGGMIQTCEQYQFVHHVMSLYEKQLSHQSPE
#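 Also added – OMFP at 25 µM · Test system – STEP tyrosine phosphatase · Technique – FITC-channel fluorescence of OMFP product · Schedule – 20 min at room temperature, dark · Evaluation – control-normalized % inhibition with plate pattern correction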
# CSN deneddyl inh – CSN deneddylation inhibition; Purified CSN, SCF-Nedd8-OG deneddylation, fluorescence polarization; inhibition, % at 12.5 µM; 360,000 tested, 0.38% active; AID 651999;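 active = pattern-corrected inhibition above about 35%, with an unprinted fluorescence ratio check between 0.5 and 1.5, limit read from the data, passing the limit was not always enough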;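 note: 0% = enzyme with substrate and 100% = substrate without enzyme; some results filed as inactive read as strong as hits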
#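 Material: purified human Csn5 enzyme expressed in HEK293T cells / Medium: Tris buffer pH 7.5, NaCl, DTT, Tween-20, trehalose, ovalbumin / Compound dosing: 12.5 µM single point / Schedule: 90 min incubation of compound, enzyme and substrate at room temperature / Signal: fluorescence polarization of the substrate / Control set: no-enzyme wells high, enzyme-with-substrate wells low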
# SUMO1 PPI mod – alters human SUMO1 binding to SIM partners | AID 602429 | 360,000 tested, 0.33% active | inhibition, % at 20 µM | SUMO1 binding to a labelled peptide, TR-FRET, 1 h | P63165; in the data active = inhibition above about 37%
# Target sequence (P63165 whole entry, looked up): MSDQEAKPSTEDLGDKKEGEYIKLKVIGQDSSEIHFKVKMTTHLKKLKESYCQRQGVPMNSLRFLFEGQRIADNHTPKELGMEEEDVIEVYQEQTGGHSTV
# Scp1 inh – Scp-1 (human) phosphatase inhibition. Q9GZU7. inhibition, % at 20 µM. AID 493091. 340,000 tested, 0.88% active. Recombinant Scp1, phosphopeptide, malachite green phosphate absorbance;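 active = inhibition above about 50% at 20 µM, limit read from the data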;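 note: plate controls were DMSO wells with enzyme for no effect and wells lacking enzyme for full effect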
#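 Test system – truncated SCP-1 phosphatase (76-261aa) · Reagent – Phosphorylated 17-residue peptide substrate · Incubation – 45 min room-temperature reaction, 5 min colour, 30 min stabiliser · Detection – colorimetric phosphate reagent with accelerator and stabiliser, absorbance at 630 nm · Measure – % inhibition at 20 µM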
# Tb MetRS inh – blocks T. brucei methionyl-tRNA synthetase activity; 360,000 tested, 0.4% active; inhibition, % at 11.9 µM; purified T. brucei MetRS, ATP depletion, Kinase-Glo luminescence;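 active = inhibition above a per-plate cutoff of the control wells' mean inhibition plus 3 SD, cut at about 5.5% in these data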;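 note: 0% = DMSO wells median and 100% = median of wells with control inhibitor compound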
#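 Material: T. brucei methionyl-tRNA synthetase, purified; reagent: substrates ATP, L-methionine and bulk Escherichia coli tRNA; dosing: 11.9 µM single point; timing: 15 min plus 2 h at 25 °C; detection: luminescence of leftover ATP; evaluation: % inhibition; control set: DMSO-only wells as low control; replicates: singlicate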
# An asterisk follows results filed as active; i = inactive; . = no result given.
# Order of results: LMPTP block	CSN deneddyl inh	Scp1 inh	SUMO1 PPI mod	DNMT1 block	STEP block	Rpn11 block	MLLE-PAM2 inh	NadD block	Tb MetRS inh
- COc1cc(CNc2ccc3[nH]c(=O)[nH]c3c2)ccc1OCC(=O)NC(C)(C)C
  -0.9	-1	-2	7	-5	-3	i	4	4	-0.9
- O=C(c1ccc(Br)o1)N1CCCc2ccccc21
  1.6	0	-5	-2	0	2	i	-1	-1	0.0
- O=C1COc2ccc(C(=O)COC(=O)c3cc(S(=O)(=O)N4CCOCC4)ccc3F)cc2N1
  5.8	26	-4	4	-6	-2	i	-5	8	-0.1
- CCOC(=O)N1CCC(NC(=O)c2sc(-n3cccc3)nc2C)CC1
  -0.7	-2	-5	1	3	-2	i	8	-2	-0.3
- Cc1ccc(NC(=O)CN(C)Cc2nc3c(Br)cc(Br)cc3c(=O)[nH]2)cc1
  2.0	-5	-1	-31	-3	0	i	-6	29*	0.0
- COc1cc(C(=O)Nc2cc(S(=O)(=O)N3CCOCC3)ccc2N2CCOCC2)ccc1OC(F)F
  -0.9	0	-12	-5	-2	-1	i	-35	-5	-0.1
- CC(C)(C)Nc1nc(-c2ccccn2)nc2ccccc12
  10	0	-8	3	3	0	i	0	4	-0.1
- CCCn1nnc(NC(=O)c2cc3ccccc3o2)n1
  -0.7	-6	5	3	0	-4	i	7	-2	-0.2
- CCOc1ccc(N2C(=O)c3ccccc3C2O)cc1 (stereo not drawn)
  -0.5	-2	-9	2	1	-6	i	-11	0	-0.9
- Cc1ccc(S(=O)(=O)Cc2ccc(C(=O)N3CCCCCC3)o2)cc1
  -0.7	-6	18	6	7	5	i	-11	2	-0.5
- CCOCCCNC(=O)c1ccc(N2CC3CC(C2)c2cccc(=O)n2C3)c(NC(=O)Nc2cccc(OC)c2)c1 (stereo not drawn)
  -0.8	4	3	7	6	0	i	-8	-1	-1.0
- O=C(CN1C(=O)CC(c2ccco2)Sc2ccccc21)Nc1ccc2c(c1)OCCO2 (stereo not drawn)
  1.8	3	5	-2	7	-4	i	22	13	-0.7
- CC1=C(C(=O)NCCN2CCN(C)CC2)C2(CCC(C)CC2)OC1=O (stereo not drawn)
  -2.2	-6	7	4	1	-1	i	4	-4	-1.7
- CCOC(=O)C1(Cc2cccc(Cl)c2)CCCN(C(=O)c2ccoc2C)C1 (stereo not drawn)
  -1.2	-1	0	-3	1	3	i	11	7	-0.2
- O=C(NCc1cccs1)c1ccc(Cl)s1
  -1.6	1	-3	-3	-3	2	i	4	-7	0.4
- CCCCc1nc(N2CCOCC2)c(C#N)c2c1CCCC2
  5.1	-2	-5	-1	0	4	i	11	13	-0.5
- N#Cc1c(-c2ccccc2)nc2n(c1=O)CCS2
  -0.1	2	-11	-5	2	1	i	4	-2	-0.1
- CCOC(=O)c1[nH]c2ccc(F)cc2c1NC(=O)C(C)N1CCc2cc(OC)c(OC)cc2C1 (stereo not drawn)
  0.3	-8	-5	-3	-13	0	i	-101	-4	-0.4
- CC(C)C1=C2OC(N)=C(C#N)C(C#N)=C2C(C)CC1 (stereo not drawn)
  0.4	2	2	-5	-8	0	i	9	-5	-0.6
- Oc1ccc2ccccc2c1Br
  -4.8	2	-17	7	-6	-4	i	-11	-4	-1.5

# Next section; it opens with the 5 that closed the last part.
# Order of results: LMPTP block	CSN deneddyl inh	Scp1 inh	SUMO1 PPI mod	DNMT1 block	STEP block	Rpn11 block	MLLE-PAM2 inh	NadD block	Tb MetRS inh
- CCCCc1nc(N2CCOCC2)c(C#N)c2c1CCCC2
  5.1	-2	-5	-1	0	4	i	11	13	-0.5
- N#Cc1c(-c2ccccc2)nc2n(c1=O)CCS2
  -0.1	2	-11	-5	2	1	i	4	-2	-0.1
- CCOC(=O)c1[nH]c2ccc(F)cc2c1NC(=O)C(C)N1CCc2cc(OC)c(OC)cc2C1 (stereo not drawn)
  0.3	-8	-5	-3	-13	0	i	-101	-4	-0.4
- CC(C)C1=C2OC(N)=C(C#N)C(C#N)=C2C(C)CC1 (stereo not drawn)
  0.4	2	2	-5	-8	0	i	9	-5	-0.6
- Oc1ccc2ccccc2c1Br
  -4.8	2	-17	7	-6	-4	i	-11	-4	-1.5
- CN1C(=O)C(Cl)(Cl)C(=O)c2ccccc21
  12	1	-1	-5	3	7	i	27	2	0.2
- COc1ccc(Cc2c(C3CCCCC3)nc3ccc(Cl)cn23)c(C)c1
  4.0	7	.	-3	4	4	i	-11	6	0.9
- COC(=O)c1ccc2[nH]c(CO)c(-c3ccccc3)c2c1
  2.1	1	4	1	-10	1	i	10	-9	-0.4
- O=C(COc1ccc(OCc2ccccc2)cc1)NC1CCOC1=O (stereo not drawn)
  -2.4	3	85*	2	-2	-1	i	-2	1	-0.8
- COc1ccc(C2N3CC4(C)CN2CC(C)(C3)C4O)cc1 (stereo not drawn)
  -2.4	-6	2	1	9	-1	i	0	-8	-1.1
- O=C(NCc1ccccc1)c1noc2c1CCCCC2
  -1.4	0	5	2	3	1	i	11	-6	-0.9
- Cc1cc(C)c(OCC(=O)OCC(=O)NCc2cccs2)c(C)c1
  -0.9	-2	-5	2	-4	1	i	2	-6	-0.6
- CC(C)(C)c1ccc(Cn2c(=N)n(CC(O)c3ccco3)c3ccccc32)cc1 (stereo not drawn)
  1.1	68*	-4	0	4	3	.	-80	-1	-0.1
- Cc1c(C(=O)NCCN2CCOCC2)sc2nc(-c3ccc(F)cc3)cn12
  0.3	-5	-5	6	-1	3	i	19	1	-0.2
- C[C@@H]1CN([C@H](C)CO)C(=O)CCCn2cc(nn2)CO[C@H]1CN(C)S(C)(=O)=O
  2.8	1	.	0	2	-1	i	-5	-4	-1.7
- Cc1noc(NS(=O)(=O)c2ccc(N/C=C/C(=O)c3ccc(F)cc3)cc2)c1C
  -0.6	5	0	-6	-2	9	i	-4	1	-0.1
- N#CC1CCN(C(=O)c2ccc3c(Cl)c4c(nc3c2)CCCC4)CC1
  -0.5	2	-7	-12	1	-2	i	11	-4	-0.5
- Cc1cccc(N2CCN(C(=O)CCc3nc4ccccc4c(=O)[nH]3)CC2)c1C
  0.1	4	-8	2	5	-4	i	18	-1	-0.3
- O=C(/C=C/c1cccc([N+](=O)[O-])c1)OCC(=O)N1CCOCC1
  -0.6	-1	-8	-30	-1	0	i	5	-7	-0.4
- Cc1ccc(NC(=O)CS(=O)CC(=O)N(c2ccccc2)C(C)C(=O)NC2CCCC2)cc1 (stereo not drawn)
  -2.2	6	-8	6	-1	3	i	-9	-1	-0.3
- COc1ccc(-c2nc(C#N)c(N3CCCCCC3)o2)cc1OC
  2.0	-1	-13	-2	-5	2	i	4	-4	0.3
- COc1ccc2c(c1)CCc1c(C(=O)N(C)c3ccccc3)noc1-2
  1.4	0	-7	3	0	4	i	0	-8	-0.2
- Cc1ccc(NC2=CC(=O)CCC2)cc1C
  -0.6	-14	-2	2	-8	-6	i	69	-3	-0.8
- Cc1oc2ccc(OC(C(=O)O)c3ccccc3)cc2c1C(=O)O (stereo not drawn)
  -1.1	2	-19	4	1	-2	i	1	-5	-0.2
- Cc1ccc(NC(=O)CN2C(=O)/C(=C3\SC(=S)N(C4CCS(=O)(=O)C4)C3=O)c3ccccc32)cc1 (stereo not drawn)
  2.7	-2	-1	-2	2	6	i	29	21	0.6
- CCCCOC(=O)CCc1c(C)n[nH]c1C
  -3.2	-4	-2	3	2	-1	i	-2	5	-0.1
- Cc1nnc(C)n1/N=C/c1ccc(C(C)C)cc1
  -1.3	-6	-6	-4	2	-3	i	4	0	-0.1
- COc1ccccc1NC(=O)CC1C(=O)Nc2c1c(=O)n(C)c(=O)n2C (stereo not drawn)
  -1.1	1	-3	0	2	-1	i	-16	7	-0.7
- COc1ccc(CCNC(=O)c2ccc(CS(=O)(=O)c3ccc(Br)cc3)o2)cc1OC
  -0.1	5	1	1	-2	-2	i	-3	-9	-0.7
- CCOC(=O)c1ccccc1NC(=O)c1cc2ccccc2o1
  1.5	4	-9	-9	1	1	i	12	2	0.5
- Cc1ccc(C2(C)NC(=O)N(CC(=O)c3ccc(Cl)s3)C2=O)cc1 (stereo not drawn)
  0.8	-2	-4	-2	5	0	i	-18	4	0.0
- CCOc1ccc(S(=O)(=O)NCCC(=O)N2CCN(Cc3ccccc3)CC2)cc1
  -0.5	1	-6	10	4	5	i	4	2	-0.4
- O=C(NCCCCCCCCNC(=O)c1cccc2ccccc12)c1cccc2ccccc12
  2.3	0	10	-6	5	-1	i	-3	1	-0.4
- CC(=O)OC1C2CCC1C([N+]1(C)CCCCC1)CC2 (stereo not drawn)
  -1.5	-2	94*	-3	-1	1	i	-77	14	0.2
- Cc1ccccc1C(=O)Nc1ccc(O)c2c(=O)cc(-c3ccccc3Cl)oc12
  1.8	-3	1	-1	3	3	i	-10	-2	-0.5
- COc1ccc(S(=O)(=O)Cc2ccc(C(=O)NC3CCCCC3)o2)cc1
  -0.8	2	14	-1	0	0	i	-4	-7	-0.5
- CN(C)c1ccc(/C=N\NC(=S)SCN2C(=O)C3CCC(C)(C2=O)C3(C)C)cc1 (stereo not drawn)
  3.0	2	-6	-6	-18	1	i	20	29*	-0.9
- CCOc1ccccc1C(=O)N(C)CC(=O)Nc1ccc(OC)cc1
  0.4	1	-3	0	1	-1	i	-5	-10	-0.6
- O=S(=O)(c1ccc(Cl)c(NC(=S)N/N=C/c2c(F)cccc2F)c1)N1CCOCC1
  0.5	6	-1	0	1	0	i	-5	6	-0.2
- Cc1cc(OCC(=O)NCc2ccncc2)ccc1Cl
  -0.7	0	-5	4	-1	4	i	-4	0	-0.3
- COCCCN1CC23C=CC(O2)C(C(=O)O)C3C1=O (stereo not drawn)
  -0.7	-4	3	0	0	1	i	14	-4	0.1
- CCCn1cnc2c(cnn2-c2ccc(F)cc2)c1=O
  0.1	-3	9	0	1	-3	i	-4	-3	-0.7

# Looked up by compound from the entries so far, 2 records:
# Order of results: LMPTP block	CSN deneddyl inh	Scp1 inh	SUMO1 PPI mod	DNMT1 block	STEP block	Rpn11 block	MLLE-PAM2 inh	NadD block	Tb MetRS inh
- CCOc1ccccc1C(=O)N(C)CC(=O)Nc1ccc(OC)cc1
  0.4	1	-3	0	1	-1	i	-5	-10	-0.6
- O=C(NCCCCCCCCNC(=O)c1cccc2ccccc12)c1cccc2ccccc12
  2.3	0	10	-6	5	-1	i	-3	1	-0.4
